HKDC1 inh = blocks human hexokinase HKDC1 activity | Q2TB90 | recombinant HKDC1, G6PDH/diaphorase resazurin coupled fluorescence | inhibition, % at 20 µM | actives 0.16% (n = 340,000) | AID 493160;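 active = inhibition above about 35% when tested at 20 µM, limit read from the data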;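 note: plate controls were DMSO wells with enzyme for no effect and DMSO wells lacking enzyme for full effect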
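Material – in-house recombinant HK5 (HKDC1) enzyme · Quantity – HKDC1 at 5 µg/mL · Buffer or medium – pH 8.0 Tris buffer with 10 mM MgCl2 · Reagent – glucose with 1 mM ATP · Dosing – single 20 µM dose · Times – reaction time 90 min, room temperature, protected from light · Technique – resorufin fluorescence at 613 nm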
SENP7 block = SENP7 protease inhibition; Q9BQF6; recombinant SENP7, Z-RLRGG-aminoluciferin luminescence, 40 min; inhibition, % at 5 µM; actives 1.5% (n = 330,000); AID 434973;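 active = inhibition above about 50% at the single test dose, limit read from the data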;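 note: plate controls were DMSO with enzyme for no effect and no enzyme buffer wells for full effect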
Target sequence (Q9BQF6 706-1050 limits assumed): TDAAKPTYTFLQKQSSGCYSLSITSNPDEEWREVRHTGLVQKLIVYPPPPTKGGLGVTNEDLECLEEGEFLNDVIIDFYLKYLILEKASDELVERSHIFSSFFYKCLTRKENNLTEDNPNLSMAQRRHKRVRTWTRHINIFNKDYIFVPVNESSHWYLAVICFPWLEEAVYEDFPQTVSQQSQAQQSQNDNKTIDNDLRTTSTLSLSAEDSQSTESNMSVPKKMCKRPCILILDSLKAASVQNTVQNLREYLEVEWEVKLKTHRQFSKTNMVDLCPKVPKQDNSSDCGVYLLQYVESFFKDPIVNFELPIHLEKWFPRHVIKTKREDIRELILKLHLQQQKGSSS
SENP6 block = SENP6 protease inhibition | actives 1.8% (n = 330,000) | Recombinant SENP6 catalytic domain, aminoluciferin luminescence | inhibition, % at 10 µM;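 active = inhibition above about 50% at the single tested dose, limit read from the data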;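 note: plate controls were DMSO wells with enzyme for no effect and DMSO wells lacking enzyme for full effect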
Target sequence (Q9GZR1 628-1112 limits assumed): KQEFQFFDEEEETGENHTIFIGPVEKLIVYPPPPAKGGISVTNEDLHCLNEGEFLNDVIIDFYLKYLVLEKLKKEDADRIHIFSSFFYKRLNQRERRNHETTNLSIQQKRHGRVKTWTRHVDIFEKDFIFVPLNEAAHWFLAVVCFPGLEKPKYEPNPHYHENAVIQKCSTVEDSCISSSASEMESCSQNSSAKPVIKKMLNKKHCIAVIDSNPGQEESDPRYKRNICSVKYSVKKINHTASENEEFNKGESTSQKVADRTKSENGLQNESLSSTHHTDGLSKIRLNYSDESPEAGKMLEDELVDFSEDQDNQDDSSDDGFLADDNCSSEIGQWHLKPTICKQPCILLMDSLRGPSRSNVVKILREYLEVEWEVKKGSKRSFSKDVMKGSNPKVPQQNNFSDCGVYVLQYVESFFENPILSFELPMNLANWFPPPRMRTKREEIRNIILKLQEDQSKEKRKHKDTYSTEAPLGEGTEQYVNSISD
SENP8 block-1 = SENP8 protease inhibition; inhibition, % at 10 µM; actives 1.2% (n = 330,000); purified SENP8, Z-RLRGG-aminoluciferin cleavage, luminescence; AID 2540; in the data active = inhibition above about 50%
Target sequence (Q96LD8 whole entry, looked up): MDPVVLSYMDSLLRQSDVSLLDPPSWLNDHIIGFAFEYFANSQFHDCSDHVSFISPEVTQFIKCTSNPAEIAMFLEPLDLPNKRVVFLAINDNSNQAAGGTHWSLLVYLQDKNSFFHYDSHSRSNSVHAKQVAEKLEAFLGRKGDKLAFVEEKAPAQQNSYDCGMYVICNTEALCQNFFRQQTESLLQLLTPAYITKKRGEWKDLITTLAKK
SENP8 block-2 = SENP8 (human) protease inhibition | recombinant SENP8, Nedd8 substrate fluorescence | inhibition, % at 20 µM | actives 0.64% (n = 360,000) | AID 602440; in the data active = inhibition mostly above about 40%, no sharp cut-off; inactive = mostly below about 27%
SENP1 inh = blocks the human SENP1 SUMO protease catalytic domain; inhibition, % at 10 µM; AID 624204; recombinant SENP1 catalytic domain, CyPet-SUMO1-YPet FRET cleavage; actives 0.21% (n = 360,000); Q9P0U3;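 active = inhibition at least 30% at 10 µM, raw YFP signal under a set limit, fluorescence ratio 0.5 to 1.5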;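 note: 0% = enzyme with DMSO and 100% = no enzyme wells; some results filed as inactive read as strong as hits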
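System: Recombinant human SENP1 catalytic domain, His6-tagged | Incubation: Enzyme reaction for 50 min at room temperature, dark | Medium: Tris pH 8 with BME, BSA, NP40 and catalase | Also added: 25 nM SUMO1 FRET substrate | Compound: 10 µM single point, 0.5% DMSO | Measured by: FRET fluorescence in CFP and YFP emission channels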
Apaf-1 inh = blocks human Apaf-1 apoptosome activity; O14727; reconstituted apoptosome caspase-3 activity, DEVD-Rh110 fluorescence; inhibition, % at 20 µM; actives 0.71% (n = 330,000); active = inhibition of at least 40% at 20 µM;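 note: plate controls were DMSO wells for no effect and DEVD-CHO caspase inhibitor wells for full effect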
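Medium: Hepes buffer, pH 7.5 / System: biochemical Apaf-1 apoptosome reconstitution / Measured by: Rh110 fluorescence, excitation 480 nm, emission 540 nm / Times: compound with Apaf-1, dATP, procaspase-3 30 min, then 50 min reaction, room temperature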
PfGluPho inh = PfG6PD (Plasmodium falciparum) enzyme inhibition; inhibition, % at 20 µM; PfGluPho enzyme, NADPH resazurin-diaphorase fluorescence; AID 504690; actives 0.78% (n = 350,000);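 active = inhibition reaching at least a set limit at 20 µM in the primary screen, cut at about 59% in these data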;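 note: 0% = DMSO wells with substrate and 100% = DMSO wells lacking glucose-6-phosphate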
Active calls of the source: *; · = no result given.

Each structure is followed by: SENP1 inh	SENP8 block-2	SENP8 block-1	Apaf-1 inh	HKDC1 inh	PfGluPho inh	SENP7 block	SENP6 block
1: COc1ccc(CN(C(=O)CN2C(=O)COc3ccccc32)C2CCCC2)c(OC)c1
    1	10	2	1	-4	-19	6	8
2: COc1ccc(OC)c(C2/C(=C(/O)c3ccccc3)C(=O)C(=O)N2Cc2ccco2)c1 (stereo not drawn)
    3	11	4	9	-3	10	5	2
3: O=C(c1ccc([N+](=O)[O-])cc1)n1nc(-c2ccccc2)nc1NCc1ccc(F)cc1
    2	-5	·	·	-8	-1	·	·
4: Cc1cc(=O)oc(C)c1C(=O)NCc1ccc(F)cc1
    1	11	0	-1	1	2	1	3
5: O=C1ON=C(c2ccccc2)/C1=C/c1cccnc1
    2	8	·	·	-1	-8	·	·
6: O=C(CN1C(=O)COc2ccc(Cl)cc21)NC1CC1
    1	1	-8	-7	-6	-14	11	-11
7: CN(C)C(CNC(=O)c1ccc(-c2ccccc2)cc1)c1ccccc1 (stereo not drawn)
    0	27	-4	22	3	-12	3	-11
8: Cc1onc(-c2c(F)cccc2Cl)c1C(=O)NCc1ccc(S(N)(=O)=O)cc1
    3	4	1	-5	-6	-2	6	-5
9: CCCn1nc(Oc2nc(NCC)nc(NC(C)C)n2)ccc1=O
    3	14	-2	-5	-1	0	1	-14
10: O=C(NC1CCN(Cc2ccccc2)CC1)c1ccccc1OCc1ccccc1
    -3	8	1	11	-2	-1	-6	0
11: COc1ccc(N(C(=O)c2ccncc2)S(=O)(=O)c2ccc3c4c(cccc24)C(=O)N3C)cc1
    -8	-380	-3	7	10	3	0	0
12: CCOC(=O)C1(Cc2ccc(OC)cc2)CCN(C(=O)CCN2CCCC2=O)CC1
    3	6	2	-13	-5	5	4	-40
13: CCOP(=O)(OCC)/C(=N/OC(=O)c1cccc([N+](=O)[O-])c1)C(N)=O
    1	1	8	-13	1	-3	-8	7
14: COc1ccc(S(=O)(=O)N2CCC(NC(=O)Nc3ccc(C)cc3)CC2)cc1
    0	7	-1	17	1	1	8	-14
15: C=CCSc1nc(C)cc(/C=C\c2ccccc2)c1C#N
    1	-287	-8	-2	8	10	-5	-5
16: CCOC(=O)c1ccc[n+](CC(=O)Nc2ccccc2OC(F)F)c1
    11	-1	-7	-1	15	-17	-1	-14
17: Cc1nc(CNC(=O)CC2C(=O)NCCN2Cc2cccc(Oc3ccccc3)c2)cs1 (stereo not drawn)
    -13	-1	-1	1	9	1	-6	-14
18: Cc1ccc(N2C(=O)N(CC(=O)NCc3ccc(Cl)cc3)C(=O)C2C)cc1 (stereo not drawn)
    3	16	5	5	-4	1	10	0
19: CCC(=O)N/N=C/c1ccc(-c2ccc(Cl)cc2)o1
    -14	-211	0	-6	-3	6	12	3
20: CCOC(=O)C1=C(C)N=c2s/c(=C\c3ccc(C(=O)O)cc3)c(=O)n2C1c1ccc(OC)cc1OC (stereo not drawn)
    19	14	·	·	-1	3	·	·
21: O=C(c1ccco1)N1CCN=C1SCc1cccc(Cl)c1
    -1	7	1	0	0	4	-1	8
22: COc1ccccc1N(C)S(=O)(=O)c1ccc(C(=O)Nc2ccc3nc(C)sc3c2)cc1
    -1	14	-15	22	2	16	-6	-15
23: COC(=O)c1[nH]c2ccc(C)cc2c1NC(=O)C1=COCCO1
    3	-415	-13	4	0	14	13	-15
24: O=C(NCCN1CCOCC1)c1ccc(CS(=O)c2ccccc2Cl)o1 (stereo not drawn)
    1	4	4	-3	-6	17	0	3
25: CCn1c(-c2cc(OC)ccc2OC)csc1=Nc1c(C)n(C)n(-c2ccccc2)c1=O
    1	31	-2	3	7	-10	-4	5
26: COc1cccc(/C=N/Nc2nc3ccccc3n3cnnc23)c1O
    9	14	-17	5	-2	15	-7	-22
27: CCOc1ccc(N=Nc2c(=O)[nH]n3c(=O)cc(C)[nH]c23)cc1
    8	38	92*	10	11	-12	95*	96*
28: COc1ccc(-n2c(SCC(=O)Nc3cc(C)on3)nc3c(c2=O)SCC3)cc1OC
    2	6	-11	3	7	-3	0	17
29: C/C(CC(=O)Nc1ccc(Cl)c(C(F)(F)F)c1)=N\NC(=O)c1cccc(O)c1
    2	15	-4	10	17	-12	-2	-1
30: O=C(CSc1nc2ccccc2[nH]1)Nc1ccccc1N1CCOCC1
    -1	22	4	-2	4	-7	6	-7

The last seven records of the part before come first, to join the parts:
Each structure is followed by: SENP1 inh	SENP8 block-2	SENP8 block-1	Apaf-1 inh	HKDC1 inh	PfGluPho inh	SENP7 block	SENP6 block
24: O=C(NCCN1CCOCC1)c1ccc(CS(=O)c2ccccc2Cl)o1 (stereo not drawn)
    1	4	4	-3	-6	17	0	3
25: CCn1c(-c2cc(OC)ccc2OC)csc1=Nc1c(C)n(C)n(-c2ccccc2)c1=O
    1	31	-2	3	7	-10	-4	5
26: COc1cccc(/C=N/Nc2nc3ccccc3n3cnnc23)c1O
    9	14	-17	5	-2	15	-7	-22
27: CCOc1ccc(N=Nc2c(=O)[nH]n3c(=O)cc(C)[nH]c23)cc1
    8	38	92*	10	11	-12	95*	96*
28: COc1ccc(-n2c(SCC(=O)Nc3cc(C)on3)nc3c(c2=O)SCC3)cc1OC
    2	6	-11	3	7	-3	0	17
29: C/C(CC(=O)Nc1ccc(Cl)c(C(F)(F)F)c1)=N\NC(=O)c1cccc(O)c1
    2	15	-4	10	17	-12	-2	-1
30: O=C(CSc1nc2ccccc2[nH]1)Nc1ccccc1N1CCOCC1
    -1	22	4	-2	4	-7	6	-7
31: C#CCN(C(=O)c1ccc(OC2CCN(Cc3ccccn3)CC2)cc1)C1CCCCC1
    -9	-2	1	1	-2	16	0	-1
32: COc1ccc(CN2C(=O)Cc3c2nc(N)c2c(N)nc(N4CCCCC4)c(C#N)c32)cc1
    ·	·	4	51*	·	·	-2	61*
33: CCN(CC)C(=O)c1c2c(nc3ccccc13)-c1ccccc1CC2
    0	-68	-8	15	2	-11	-7	-11
34: Cc1cc(C)nc(SCC(=O)N/N=C/c2cccnc2)n1
    1	10	-9	-8	-6	-4	6	-23
35: CCc1nnc(NS(=O)(=O)c2ccc(NC(=S)NC(=O)c3ccncc3)cc2)s1
    2	15	0	0	3	-11	5	-5
36: Cc1nnc2n(C3CCCCC3)c(=O)c3c4c(sc3n12)COC(C)(C)C4
    2	29	-1	8	-2	-12	-5	-12
37: CCn1c(SCC(=O)Nc2ccc(C(C)=O)cc2)nc2c([nH]c3ccccc32)c1=O
    -1	-5	1	9	-8	2	-4	-2
38: O=C1/C(=C/c2ccccn2)COc2ccccc21
    -4	-6	-7	6	21	-10	-9	-30
39: O=C(NCc1ccccc1)c1ccc(Cl)nc1
    3	10	0	0	-9	1	5	21
40: O=C(NC1CCC(O)CC1)c1ccc(S(=O)(=O)NCc2ccco2)cc1 (stereo not drawn)
    1	9	0	-7	-9	0	0	5
41: Cc1cc(N2CCN(c3cccc(C)c3C)CC2)nc(-c2ccccc2)n1
    0	13	3	15	10	23	0	14
42: O=C(c1cccc(C(F)(F)F)c1)C1CCCN(C(=O)CN2CCOC2=O)C1 (stereo not drawn)
    1	2	-7	-5	3	6	-8	0
43: O=C(CC1SC(=O)N(Cc2ccc(Cl)cc2)C1=O)Nc1nccs1 (stereo not drawn)
    4	12	-6	10	-13	-7	1	-6
44: CCn1c(CC(=O)Nc2ccccc2F)nnc1SCC(=O)N1CCOCC1
    1	1	1	-1	-5	5	5	10
45: COc1ccc(NC(=O)Cn2cc(C(=O)c3ccco3)c3ccccc32)cc1
    -1	-81	-5	19	2	7	-8	-22
46: CCN(CC(=O)Nc1ccccc1C(F)(F)F)C(=O)Cc1ccc2c(c1)CCC2
    0	7	-5	-4	-1	-3	6	-13
47: CN(C)c1ccc(N=Cc2ccco2)cc1
    -1	17	-14	16	3	60*	4	6
48: N#Cc1ccccc1Sc1ccccc1C(=O)OCC(=O)NC1CCCCC1
    2	10	7	0	-8	1	8	12
49: O=C(NC(=S)Nc1ccccc1)c1cc([N+](=O)[O-])ccc1N1CCOCC1
    0	5	4	18	-7	20	8	0
50: O=C1CC(=O)N(c2cccc(F)c2)N1
    3	4	-13	8	-10	-7	-2	-15
51: ON=Cc1cccn1-c1ccccc1
    2	3	3	6	-2	0	-6	-41
52: COc1ccc2oc(C(=O)Nc3ccccn3)c(C)c2c1
    -8	-145	77*	0	1	13	92*	87*
53: Cc1ccccc1-c1nn(-c2ccc(F)cc2F)cc1CNC1CC1
    -4	12	4	4	2	-4	-5	5
54: Cc1ccc(NC(=O)CCn2cccc2)cc1Cl
    -1	18	4	7	-1	7	2	-9
55: COc1cc([N+](=O)[O-])ccc1NC(=O)Nc1cnccn1
    -3	10	8	-4	2	-1	-2	8
56: O=C(O)C1C2C=CC(C2)C1C(=O)N1CCc2ccccc21 (stereo not drawn)
    0	13	2	4	0	-3	1	9
57: COCC1CCN(C(=O)c2cc(COc3ccc(C)c(C)c3)on2)C1 (stereo not drawn)
    0	9	-4	13	-4	7	-4	-16
58: COc1ccc(N2CCN(CCC(O)c3ccc4ccccc4c3)CC2)cc1 (stereo not drawn)
    1	13	-11	11	-2	-1	-15	-23
59: Cc1ccc(/C=C/C(=O)O)cc1S(=O)(=O)N1CCCc2ccccc21
    3	14	-6	4	5	-5	0	-5
60: O=C(CSc1n[nH]c(=O)[nH]c1=O)Nc1ccc(Br)cc1Br
    0	5	0	-2	1	-8	5	-10

The list goes on:
Each structure is followed by: SENP1 inh	SENP8 block-2	SENP8 block-1	Apaf-1 inh	HKDC1 inh	PfGluPho inh	SENP7 block	SENP6 block
61: O=C(NC(NC(=O)c1c(F)cccc1F)c1ccc([N+](=O)[O-])cc1)c1c(F)cccc1F
    3	8	6	3	-6	-8	1	11
62: O=C(NCc1ccccn1)c1n[nH]c2ccccc12
    0	4	-7	-3	-2	-4	-9	-30
63: CCOc1ccc2nc(SCCNS(=O)(=O)c3ccccc3)sc2c1
    2	12	1	26	12	8	4	5
64: CC(=O)Nc1ccc(Oc2ncccn2)c(Cl)c1
    -2	10	-1	-4	-4	-7	0	14
65: CCCCn1c(/N=C/c2cc(OC)ccc2O)nc2ccccc21
    -44	-67	-12	0	8	14	-1	-14
66: COCCN1C=C2C(=O)C(C)(OC(=O)C3CCCC3)C(=O)C(c3ccccc3)=C2C=C1CCCC(=O)OC (stereo not drawn)
    -7	34	-13	30	10	15	13	0
67: Clc1ccccc1Nc1nc(-c2cccnc2)cs1
    2	20	74*	-5	-2	7	83*	88*
68: COc1cccc(C2c3[nH]c4ccccc4c3CCN2Cc2cnc(C)s2)c1OC (stereo not drawn)
    -51	-52	2	8	-4	5	0	-8
69: COc1ccc(NC(=O)c2oc3ccc(S(=O)(=O)N4CCOCC4)cc3c2C)cc1
    3	6	0	6	-6	-2	1	-18
70: CC(C)c1nc(SCC(=O)N2CCc3ccccc32)n[nH]1
    3	8	-8	-2	-2	-25	-3	-17
71: COc1ccc(S(N)(=O)=O)cc1C(=O)OCC1CCCCC1
    -1	3	0	5	3	12	0	2
72: Cn1c(=O)c2c(nc(NCCCO)n2CCc2ccccc2)n(C)c1=O
    1	29	1	-10	-2	13	5	-10
73: O=C(CN1CCN(C(=O)C2CCCO2)CC1)Nc1ccc(Cl)cc1 (stereo not drawn)
    1	-3	-2	11	-5	-2	-7	-9
74: COc1cc(OC)cc(C(=O)NN(CCC#N)C2=NS(=O)(=O)c3ccccc32)c1
    2	-1	-9	1	2	-31	-10	3
75: CCCOc1ccc(C(CC(=O)O)NC(=O)c2cccs2)cc1 (stereo not drawn)
    1	13	5	-7	10	-24	4	6
76: Cc1ccc(NC(=O)C2CCCCC2)c(O)c1
    ·	·	5	5	·	·	4	9

Screening results as filed in PubChem BioAssay.
